Compound activity as filed in PubChem.
TAAR1 antagonist – antagonists of human TAAR1; Q96RJ0; CHO RD-HGA16 TAAR1, Fluo-8 calcium fluorescence, antagonist; inhibition, % at 3 µM; 1.5% of 360,000 active;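 active means inhibition above a per-plate cutoff, the mean inhibition of test compounds on that plate plus 3 SD, cut at about 49% in these data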;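 further: 0% = DMSO plus EC80 beta-PEA response and 100% = DMSO alone without agonist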
Target sequence (Q96RJ0 whole entry, looked up): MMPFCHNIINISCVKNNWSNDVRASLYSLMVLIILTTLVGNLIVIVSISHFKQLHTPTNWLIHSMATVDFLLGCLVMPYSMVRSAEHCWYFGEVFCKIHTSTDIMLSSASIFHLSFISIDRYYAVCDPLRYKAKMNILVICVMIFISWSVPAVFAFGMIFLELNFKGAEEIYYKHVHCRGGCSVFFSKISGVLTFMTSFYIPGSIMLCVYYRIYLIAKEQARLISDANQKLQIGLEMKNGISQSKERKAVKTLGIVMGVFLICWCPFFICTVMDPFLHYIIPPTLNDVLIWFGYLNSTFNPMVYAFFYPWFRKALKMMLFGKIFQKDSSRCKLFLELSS
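Test system: hTAAR1-expressing CHO RD-HGA16 cells, Gα16-coupled; Probe or stimulus: EC80 β-phenethylamine stimulus; Compound dosing: single nominal final test compound concentration of 3 µM; Timing: 140 s kinetic read after compound, 140 s after agonist; Signal: Fluo-8 calcium-sensitive fluorescence; Measure: % inhibition of agonist calcium response; Controls: DMSO and EC80 PEA controls.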
TAAR1 ag – agonists of human TAAR1; Q96RJ0; AID 624467; activation, % at 3 µM; 0.99% of 360,000 active; CHO RD-HGA16 TAAR1, Fluo-8 calcium fluorescence; vehicle wells 0%, saturating PEA agonist 100%;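 active means activation above the mean activation of all test compounds in the run plus 3 SD, cut at about 38% in these data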
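System: CHO RD-HGA16 cells carrying human TAAR1 plus Gα16; Incubation: 17-24 h seeding, 75 min 37 °C dye, 30 min RT; Measured by: Fluo-8 fluorescence, 5 s baseline then 140 s kinetic read; Control set: DMSO and PEA EC100; Replication: single well for each compound.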
OXTR agonist – agonists of human oxytocin receptor | CHO-OTR cells, Fluo-8 calcium fluorescence; normalized: DMSO 0%, oxytocin 100% | AID 2435 | activation, % at 3 µM | 0.32% of 320,000 active;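 active means activation above the mean of all tested compounds plus 3 SD, cutoff set per screening run, cut at about 20% in these data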;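 further: peak over basal fluorescence ratio from a 100 s FLIPR kinetic read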
Target sequence (P30559 whole entry, looked up): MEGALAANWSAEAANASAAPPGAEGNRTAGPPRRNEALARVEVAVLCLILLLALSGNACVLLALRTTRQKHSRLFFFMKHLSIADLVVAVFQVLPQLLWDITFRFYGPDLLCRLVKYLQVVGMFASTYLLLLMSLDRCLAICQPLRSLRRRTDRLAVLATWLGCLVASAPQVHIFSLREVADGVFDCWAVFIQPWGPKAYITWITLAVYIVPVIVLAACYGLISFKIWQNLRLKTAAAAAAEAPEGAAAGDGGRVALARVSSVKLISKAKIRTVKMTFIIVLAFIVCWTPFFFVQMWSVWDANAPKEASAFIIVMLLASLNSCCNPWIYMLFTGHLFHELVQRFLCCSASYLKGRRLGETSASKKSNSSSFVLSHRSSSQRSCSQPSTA
V1aR counter – activates human V1a receptor in oxytocin agonist counter-screen. 0.25% of 320,000 active. activation, % at 3 µM. P37288. CHO-V1R cells, Fluo-8 calcium fluorescence, agonist mode; 0% DMSO, 100% 3 nM vasopressin;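 active means activation above the mean activation of all tested compounds plus 3 SD, per screening run, cut at about 20% in these data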;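 further: signal is peak over basal fluorescence ratio across a 100 second FLIPR read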
M1 PAM – potentiates human M1 receptor response to acetylcholine. P11229. CHO-K1 hM1, Fluo-8 calcium fluorescence, ACh EC20; 0% = ACh EC20, 100% = maximal ACh. 0.088% of 360,000 active. AID 588819. activation, % at 3 µM; in the data active means activation above about 19%, passing the limit was not always enough
CHRM1 agonist – agonists of human M1 muscarinic receptor. P11229. CHO-K1 hM1, Fluo-8 calcium fluorescence, agonist mode; 0% DMSO, 100% acetylcholine EC100. activation, % at 3 µM. 0.33% of 360,000 active;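 active means activation above the run's mean compound activation plus 3 SD, cut at about 16% in these data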;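 further: peak over basal fluorescence ratio within a 140 s kinetic read after compound addition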
CHO parental Ca – counter-screen: ATP calcium response change in parental CHO cells; 0.63% of 330,000 active; inhibition, % at 5.6 µM; parental CHO-K1, ATP-induced calcium, Fluo-8 fluorescence;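 active means inhibition above that plate's mean sample inhibition plus 3 SD, cut at about 26% in these data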;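 further: 0% = ATP-challenged DMSO wells and 100% = DMSO wells without ATP; some compounds past the cut are filed as inactive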
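Test system: untransfected parental CHO cell line. Compound: one dose, 5.6 µM nominal. Detection: intracellular calcium via Fluo-8 no-wash fluorescent dye. Measure: % inhibition. Benchmarks: ATP-challenged DMSO wells low, unchallenged DMSO wells high.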
M1 antag – antagonists of human M1 muscarinic receptor; 1.3% of 360,000 active; P11229; AID 588852; inhibition, % at 3 µM; CHO-K1 hM1, Fluo-8 calcium fluorescence, ACh EC80 antagonist;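 active means percent inhibition above its own plate's cutoff, namely the mean of that plate's compound wells plus 3 SD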;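 further: peak over basal fluorescence ratio during 140 s after agonist addition; 0% = ACh EC80 plus DMSO and 100% = DMSO alone without agonist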
OXTR potentiate – potentiators of human oxytocin receptor; P30559; activation, % at 3 µM; 0.061% of 320,000 active; CHO-OTR cells, Fluo-8 calcium fluorescence, potentiator mode; 0% = oxytocin EC15, 100% = EC100;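 active means activation above that plate's cutoff, the mean activation of tested compounds plus 3 SD, cut at about 6.6% in these data, passing the limit was not always enough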;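 further: 100% uses oxytocin at 75 nM as the full agonist control; some results filed as inactive read as strong as hits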
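Assay system: CHO cell line stably expressing human OTR | Also added: Oxytocin at about EC15, sub-maximal agonist stimulus | Times: Compound 6 min at room temperature before oxytocin, 100 s read | Measured by: Fluo-8 intracellular calcium fluorescence, ex 470-495, em 515-575 nm | Controls: EC15 oxytocin alone as 0%, 75 nM oxytocin as 100%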
Starred values were filed as active, the others as inactive; / = not tested or not shown.

SMILES	TAAR1 antagonist	TAAR1 ag	OXTR agonist	V1aR counter	M1 PAM	CHRM1 agonist	CHO parental Ca	M1 antag	OXTR potentiate
CC(C)NC(=O)N1CCC(c2nc3ccccc3s2)CC1	-12	4	-0.5	1.6	0	-8	-1	-5	-15
OCCNc1ncnc2c1ncn2[C@H]1CN(C2CCCC2)C[C@@H](CO)O1	0	3	/	/	-1	-4	/	-2	/
O=C(CN1C(=O)C(=O)N(Cc2ccco2)C1=O)NC1CCCCC1	-3	8	-0.3	-0.8	5	2	1	3	0
CC1CCCCN1S(=O)(=O)c1ccc(S(=O)(=O)N2CCN(c3ccccc3)CC2)cc1 (stereo not given)	2	12	-1.1	-0.4	4	-3	-11	-4	3
CCOC(=O)c1cc(=O)n(Cc2ccccc2C)c2ccccc12	-6	1	-2.4	0.0	2	-6	-6	-9	-6
CCOc1ccc(N2C(=O)CC(n3nc(C)cc3C)C2=O)cc1 (stereo not given)	-9	0	-0.3	-1.0	7	-2	-18	-10	8
C/C(=N\NC(=O)CNC(=O)c1ccncc1)c1ccc(C)cc1	3	1	-1.1	0.2	-2	-6	-3	3	-14
COc1ccccc1NC(=O)c1ccc(NC(=O)c2nc3nccc(C)n3n2)cc1	-4	-1	-0.8	-0.3	10	-4	-21	-7	-1
O=C(CBr)N1CCc2ccccc2C(c2ccccc2)C1 (stereo not given)	-5	6	-1.5	0.8	15	0	-5	-16	2
O=[N+]([O-])c1ccc(C(=S)N2CCC(Cc3ccccc3)CC2)cc1	53*	3	-1.8	0.4	-9	-5	-6	7	-2
CC(On1nnc2ccccc21)C(=O)N1CCN(Cc2ccccc2)CC1 (stereo not given)	-13	3	-0.6	3.2	4	-4	-7	-4	-11
Cc1ccc(Oc2cc(NC(=O)CCCn3nc(C)c([N+](=O)[O-])c3C)cc([N+](=O)[O-])c2)cc1	24	2	0.8	0.2	-4	-3	-5	10	-9
Cc1ccc(N(C(=O)CNC(=O)c2ccco2)C(C(=O)NC2CCCCC2)c2cccnc2)c(C)c1 (stereo not given)	-9	-4	1.1	0.2	11	-5	-2	-10	1
COc1ccc(N2CC(C(=O)N/N=C/c3ccc(C)cc3)CC2=O)cc1 (stereo not given)	-9	2	-1.4	0.1	9	-7	-3	-1	7
CC(=O)C[C@H]1c2cc(C(F)(F)F)ccc2S(=O)(=O)N1C1CCCCC1	8	12	-2.6	-1.7	8	-9	-30	-8	-3
O=C(CNS(=O)(=O)c1cccs1)N1CCc2ccccc2C1	6	4	-0.7	2.6	-1	-4	-7	-10	0
Cc1cc(C)c(S(=O)(=O)N2CCCCC2C(=O)O)c(C)c1 (stereo not given)	0	10	0.8	-0.4	8	-4	-3	-4	-4
CC(=O)Nc1ccc(S(=O)(=O)Nc2ccc(Nc3ccccc3)cc2)cc1	-3	11	0.2	1.3	3	0	11	-10	-17
CC1CN(c2nc3ccccn3c(=O)c2/C=C(\C#N)C(=O)N2CCOCC2)CC(C)O1 (stereo not given)	-1	1	-0.1	-0.2	2	0	-25	7	-8
COc1cc(CC(=O)NC(c2ccccc2)c2ccccc2)cc(OC)c1OC	-15	-3	-1.1	4.3	16	-4	-33	-14	-3

Sorted by SMILES length (rising): 14 of the compounds above.
SMILES	TAAR1 antagonist	TAAR1 ag	OXTR agonist	V1aR counter	M1 PAM	CHRM1 agonist	CHO parental Ca	M1 antag	OXTR potentiate
O=C(CBr)N1CCc2ccccc2C(c2ccccc2)C1 (stereo not given)	-5	6	-1.5	0.8	15	0	-5	-16	2
CC(C)NC(=O)N1CCC(c2nc3ccccc3s2)CC1	-12	4	-0.5	1.6	0	-8	-1	-5	-15
CCOC(=O)c1cc(=O)n(Cc2ccccc2C)c2ccccc12	-6	1	-2.4	0.0	2	-6	-6	-9	-6
CCOc1ccc(N2C(=O)CC(n3nc(C)cc3C)C2=O)cc1 (stereo not given)	-9	0	-0.3	-1.0	7	-2	-18	-10	8
Cc1cc(C)c(S(=O)(=O)N2CCCCC2C(=O)O)c(C)c1 (stereo not given)	0	10	0.8	-0.4	8	-4	-3	-4	-4
O=C(CN1C(=O)C(=O)N(Cc2ccco2)C1=O)NC1CCCCC1	-3	8	-0.3	-0.8	5	2	1	3	0
COc1cc(CC(=O)NC(c2ccccc2)c2ccccc2)cc(OC)c1OC	-15	-3	-1.1	4.3	16	-4	-33	-14	-3
COc1ccc(N2CC(C(=O)N/N=C/c3ccc(C)cc3)CC2=O)cc1 (stereo not given)	-9	2	-1.4	0.1	9	-7	-3	-1	7
O=[N+]([O-])c1ccc(C(=S)N2CCC(Cc3ccccc3)CC2)cc1	53*	3	-1.8	0.4	-9	-5	-6	7	-2
OCCNc1ncnc2c1ncn2[C@H]1CN(C2CCCC2)C[C@@H](CO)O1	0	3	/	/	-1	-4	/	-2	/
CC(=O)C[C@H]1c2cc(C(F)(F)F)ccc2S(=O)(=O)N1C1CCCCC1	8	12	-2.6	-1.7	8	-9	-30	-8	-3
CC1CCCCN1S(=O)(=O)c1ccc(S(=O)(=O)N2CCN(c3ccccc3)CC2)cc1 (stereo not given)	2	12	-1.1	-0.4	4	-3	-11	-4	3
Cc1ccc(N(C(=O)CNC(=O)c2ccco2)C(C(=O)NC2CCCCC2)c2cccnc2)c(C)c1 (stereo not given)	-9	-4	1.1	0.2	11	-5	-2	-10	1
Cc1ccc(Oc2cc(NC(=O)CCCn3nc(C)c([N+](=O)[O-])c3C)cc([N+](=O)[O-])c2)cc1	24	2	0.8	0.2	-4	-3	-5	10	-9

The listing continues.
SMILES	TAAR1 antagonist	TAAR1 ag	OXTR agonist	V1aR counter	M1 PAM	CHRM1 agonist	CHO parental Ca	M1 antag	OXTR potentiate
CCOc1ccccc1C(=O)NCC(=O)N(C)Cc1cccnc1	0	-1	0.9	0.5	8	2	-15	-10	-3
CCOCCCNC(=O)Cn1nc(-c2ccccc2)ccc1=O	-6	0	1.7	0.0	10	-4	0	-12	0
COc1ccc(OC)c(-c2nnc3n2N=C(c2ccc(OC)c(OC4CCCC4)c2)CS3)c1	38	2	1.1	-0.7	-4	-11	-2	3	-6
CCc1cccc(NC(=O)c2ccc(CNc3c(N4CCCC4)c(=O)c3=O)cc2)c1	-24	2	-0.2	0.4	8	-4	8	-14	1
CC1(NC(=O)Nc2cccc3ccccc23)CCS(=O)(=O)C1 (stereo not given)	-12	1	1.1	0.2	8	1	-12	-7	1
CSc1ncccc1C(=O)OCC(=O)N1CCOCC1	-8	1	-0.6	0.7	10	0	8	-17	-4
O=C(COc1ncnc2ccccc12)NCc1ccc2c(c1)OCO2	4	10	0.0	0.1	8	-2	-18	-9	-3
S=C(NCCCN1CCOCC1)Nc1cccc(Cl)c1	-25	3	-0.5	2.3	6	-5	9	-7	-15
CCOc1ccccc1N1CCN(CC(=O)NCCc2ccc(S(N)(=O)=O)cc2)CC1	4	6	0.2	1.7	11	-8	-21	-9	-13
CCOc1ccc(NC(=O)C(C)Sc2nnnn2C)cc1 (stereo not given)	-7	1	0.0	0.0	1	-9	5	1	-1
COc1ccc(C(=O)NNC(=O)CSc2nnc(C)n2CC2CCCO2)cc1 (stereo not given)	-16	1	1.5	6.9	6	-3	-5	1	-9
COCCn1c(N)c(N(Cc2ccccc2)C(=O)CN2C(=O)NC(C)(c3ccccc3)C2=O)c(=O)[nH]c1=O (stereo not given)	-8	4	-0.4	0.5	5	-3	-8	-5	-1
N#Cc1nc(N2CCCC2)nc(N2CCCC2)n1	0	16	1.0	1.6	-3	3	-13	-11	0
C[C@H]1CN([C@@H](C)CO)C(=O)CCCn2cc(nn2)CO[C@@H]1CN(C)C(=O)c1cc(-c2ccccc2)on1	-15	1	/	/	9	-4	/	-13	/
O=C(Nc1nnc(Cc2ccccc2)s1)C1CCN(C(=O)c2ccco2)CC1	-10	19	6.8	16	0	3	-23	-5	2
COc1ccc(C2(CNC(=O)c3ccc(N)cc3)CCCC2)cc1	-2	-1	-0.1	0.4	7	2	-9	-8	-2
CCN(CC)c1ccc(NC(=O)CSc2nnc3nc(C)cc(C)n23)cc1	-22	0	-0.7	-0.8	9	-5	-10	-11	-16
CCOc1ccc(CCNC(=O)C(CC)n2nc(C)n3c(cc4sccc43)c2=O)cc1OCC (stereo not given)	-8	6	-1.8	-1.2	0	-10	-29	-7	-7
CCOC(=O)C1CCCN(CCC(=O)Nc2ccc(F)c(F)c2)C1 (stereo not given)	6	11	-0.6	0.3	-14	10	-11	13	-6
O=C1CC(C(=O)N2CCCc3ccccc32)CN1c1ccc(Cl)cc1 (stereo not given)	7	3	3.9	0.7	2	-4	-15	-5	-13
COc1cc(C2c3cc4c(cc3OC(Nc3ccc(C(=O)O)cc3)C2C)OCO4)cc(OC)c1OC (stereo not given)	-28	4	/	/	3	-2	/	-6	/
COc1ccc(CN(C(=O)c2ccco2)c2ccc(C)c(C)c2)cc1	1	14	-1.2	4.0	1	-13	3	10	-9
